Source: PubChem (Broad Institute)
CFTR F508del cor – CFTR F508del correction in bronchial cells. CFBE cells, YFP halide quenching; stimulated with forskolin plus potentiator P3; % fluorescence drop versus neutral controls. activity (quench increase), % at 7.58 µM. 350,000 compounds, 0.36% hits. AID 720511;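 active = mean added fluorescence quench of at least 8% versus neutral control, with both replicates also reaching 8%; inconclusive = only one of the mean or replicate conditions met; inactive = mean below 8% and not both replicates reaching 8%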;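 note: cells transiently co-express mutant CFTR-F508del with the halide-sensitive YFP; corrector assay measuring rescue of mutant channel to the surface after 24 h compound exposure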
ERp5 inh – blocks human ERp5 reductase activity on insulin; ERp5 insulin aggregation, absorbance 650 nm, 90 min; inhibition, % at 9.99 µM; 350,000 compounds, 0.05% hits; AID 651711;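 active = mean replicate inhibition above about 25%, with every replicate also reaching it, limit read from the data, passing the limit was not always enough; inconclusive = only one of those two criteria met; inactive = neither criterion met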
Target sequence (Q15084 whole entry, looked up): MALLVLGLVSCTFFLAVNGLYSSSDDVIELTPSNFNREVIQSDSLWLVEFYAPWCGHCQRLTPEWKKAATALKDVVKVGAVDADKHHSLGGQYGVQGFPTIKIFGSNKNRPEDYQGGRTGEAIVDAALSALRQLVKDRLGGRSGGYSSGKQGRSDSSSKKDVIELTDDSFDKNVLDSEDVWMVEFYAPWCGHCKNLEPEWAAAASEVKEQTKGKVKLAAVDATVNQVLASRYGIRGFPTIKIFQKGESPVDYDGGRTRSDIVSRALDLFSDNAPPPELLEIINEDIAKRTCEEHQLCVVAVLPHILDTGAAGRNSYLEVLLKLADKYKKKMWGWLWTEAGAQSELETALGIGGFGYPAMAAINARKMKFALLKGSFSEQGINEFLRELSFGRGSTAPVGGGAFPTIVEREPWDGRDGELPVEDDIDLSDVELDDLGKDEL
miR-122 sensor – miR-122 inhibition in Huh7 cells; Huh7 miR-122 Renilla luciferase sensor, 48 h; neutral wells = 0, positive control = 100; activation (reporter increase), % at 12.5 µM; 340,000 compounds, 0.3% hits;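 active = mean replicate activation score at least 90 and every replicate individually at or above 90; inconclusive = only one of the two criteria met; inactive = neither criterion met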;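 note: higher luciferase means less miR-122 activity so hits act as miR-122 inhibitors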
DENV2 CPE – DENV2-induced cell death inhibition | DENV2-infected cells, cytopathic effect rescue, plate reader | CPE inhibition, % at 9.99 µM | 350,000 compounds, 1.7% hits; in the data active = CPE inhibition above about 20%, passing the limit was not always enough; inconclusive = no clear call, values can overlap the other calls; tested in BHK-21 cells;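 note: 0% = median of neutral control wells and 100% = median of positive control wells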
CASP6 VEID inh – inhibitors of human caspase-6; P55212; purified caspase-6, Z-VEID-R110 cleavage fluorescence; inhibition, % at 12.5 µM; 350,000 compounds, 0.53% hits; AID 686996;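 active = mean inhibition across replicates at least about 35%, with every replicate also reaching that limit, limit read from the data; inconclusive = only one of the two criteria met; inactive = neither criterion met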;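 note: 0% = median of neutral control wells and 100% = no fluorescence left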
Target sequence (P55212 24-179 limits assumed): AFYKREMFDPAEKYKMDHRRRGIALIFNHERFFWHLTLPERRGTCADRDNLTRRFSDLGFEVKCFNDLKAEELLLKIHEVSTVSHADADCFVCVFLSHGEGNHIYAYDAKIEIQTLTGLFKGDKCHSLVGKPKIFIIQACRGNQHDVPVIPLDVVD
Target sequence (P55212 194-293 limits assumed): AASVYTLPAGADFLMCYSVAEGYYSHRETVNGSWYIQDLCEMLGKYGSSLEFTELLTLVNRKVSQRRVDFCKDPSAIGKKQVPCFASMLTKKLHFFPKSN
ERAP1 HTS inh – ERAP1 (human) enzyme inhibition; 340,000 compounds, 0.15% hits; inhibition, % at 10.7 µM; recombinant ERAP1, Leu-AMC fluorescence, 60 min; AID 652197;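 active = mean replicate inhibition of at least 30%, or all replicates individually reaching that 30% level; inactive = mean below 30% and not every replicate reaching it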;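 note: 0% = neutral control wells and 100% = L-leucinethiol positive control wells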
SIRT5 block – sirtuin-5 (human) deacylase inhibition. 330,000 compounds, 1.1% hits. inhibition, % at 15 µM. AID 652115. Purified SirT5, succinyl-peptide AMC, trypsin-coupled fluorescence; in the data active = inhibition above about 15%; inconclusive = no clear call, values can overlap the other calls
Target sequence (Q9NXA8 whole entry, looked up): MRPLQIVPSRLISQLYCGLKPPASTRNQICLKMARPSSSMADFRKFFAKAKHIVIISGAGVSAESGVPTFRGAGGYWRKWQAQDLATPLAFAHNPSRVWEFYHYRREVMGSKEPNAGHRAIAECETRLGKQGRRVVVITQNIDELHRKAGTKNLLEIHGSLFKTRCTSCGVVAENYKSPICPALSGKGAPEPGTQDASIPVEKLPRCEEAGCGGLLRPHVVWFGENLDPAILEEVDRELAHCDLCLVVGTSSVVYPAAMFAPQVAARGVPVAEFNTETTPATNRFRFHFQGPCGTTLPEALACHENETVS
* hit, by the source's call; [ ] = remark or other dose.

Screening COc1cccc(-c2nnc(N)o2)c1 returned CFTR F508del cor -2.8, ERp5 inh 3, miR-122 sensor 0, DENV2 CPE 1, CASP6 VEID inh 2, ERAP1 HTS inh -1 and SIRT5 block -3.
`C[C@@H]1CN([C@H](C)CO)C(=O)c2cccc(NC(=O)C3CC3)c2O[C@H]1CN(C)C(=O)Nc1ccccc1` gave CFTR F508del cor 0.7, ERp5 inh 0, miR-122 sensor 11[16.7 µM], DENV2 CPE 6, CASP6 VEID inh 0, ERAP1 HTS inh 3 and SIRT5 block -5.
COc1c(C=O)cc2c3c1CCCN3CCC2 was read as CFTR F508del cor 1.3, ERp5 inh 1, miR-122 sensor -8, DENV2 CPE 7, CASP6 VEID inh -13, ERAP1 HTS inh -2 and SIRT5 block 3.
`Cc1ccccc1NC(=O)C1C2C=CC(C3CC23)C1C(=O)O` (configuration not stated) gave CFTR F508del cor -0.2, ERp5 inh 9, miR-122 sensor 4, DENV2 CPE 10, CASP6 VEID inh -1, ERAP1 HTS inh -1 and SIRT5 block -3.
Screening COc1ccc(NC(=O)N(C)C[C@@H]2Oc3ccc(NC(=O)CCC(F)(F)F)cc3C(=O)N([C@@H](C)CO)C[C@@H]2C)cc1 returned CFTR F508del cor 2.5, ERp5 inh -5, miR-122 sensor -8[16.7 µM], DENV2 CPE 0, CASP6 VEID inh 3, ERAP1 HTS inh -1 and SIRT5 block -2.
Screening Cn1c(=O)c2c(nc(CO)n2C)n(C)c1=O returned CFTR F508del cor -0.5, ERp5 inh 7, miR-122 sensor -10, CASP6 VEID inh 0, ERAP1 HTS inh -4 and SIRT5 block 5.
For COc1ccc(CN(C)C[C@H]2Oc3ccc(N(C)C)cc3CC(=O)N([C@@H](C)CO)C[C@H]2C)cc1 the results were CFTR F508del cor 3.0, ERp5 inh 1, miR-122 sensor -7[16.7 µM], DENV2 CPE 20, CASP6 VEID inh 2, ERAP1 HTS inh -2 and SIRT5 block 2.
Screening COc1cc(CC(=O)OCC(=O)NCC(C)C)cc(OC)c1OC returned CFTR F508del cor -2.9, ERp5 inh 8, DENV2 CPE -6, CASP6 VEID inh 0, ERAP1 HTS inh -2 and SIRT5 block -1.
Cc1ccc(S(=O)c2snnc2C)cc1 (configuration not stated) was read as CFTR F508del cor -2.7, ERp5 inh 2, DENV2 CPE -2, CASP6 VEID inh -1, ERAP1 HTS inh -3 and SIRT5 block -3.
Screening C/C=C/c1cnc2c(c1)C(=O)N([C@@H](C)CO)C[C@@H](C)[C@H](CN(C)Cc1ccccc1)O2 returned CFTR F508del cor -2.5, ERp5 inh -3, miR-122 sensor -10[16.7 µM], DENV2 CPE 12, CASP6 VEID inh 1, ERAP1 HTS inh -1 and SIRT5 block -3.
For Cc1noc(C)c1S(=O)(=O)N(C)C[C@@H]1Oc2ccc(NC(=O)Nc3ccc4c(c3)OCO4)cc2CC(=O)N([C@H](C)CO)C[C@@H]1C the results were CFTR F508del cor 0.0, ERp5 inh -4, miR-122 sensor 2[16.7 µM], DENV2 CPE 10, CASP6 VEID inh 0, ERAP1 HTS inh 1 and SIRT5 block 2.
Screening Cc1ccc(NC(=O)CSc2ccccc2)cc1S(=O)(=O)N1CCOCC1 returned CFTR F508del cor 4.5, ERp5 inh 4, miR-122 sensor 9, DENV2 CPE inconclusive, CASP6 VEID inh 5, ERAP1 HTS inh 1 and SIRT5 block -3.
CC1CCN(C(=O)COC(=O)Cc2ccc(Br)cc2)CC1 was read as CFTR F508del cor -0.9, ERp5 inh -1, miR-122 sensor -1, DENV2 CPE 3, CASP6 VEID inh -2, ERAP1 HTS inh -3 and SIRT5 block -5.
For Cc1cc(Cl)ccc1NC(=O)COC(=O)c1nc2nccc(C)n2n1 the results were CFTR F508del cor -4.5, ERp5 inh 3, miR-122 sensor 1, DENV2 CPE -1, CASP6 VEID inh 0, ERAP1 HTS inh 0 and SIRT5 block -6.
N#C[C@@H]1[C@@H](c2ccc(C3=CCCC3)cc2)[C@@H](CO)N1C(=O)Cc1ccncc1 was read as CFTR F508del cor -0.1, ERp5 inh 1, DENV2 CPE -2, CASP6 VEID inh 3, ERAP1 HTS inh 0 and SIRT5 block 2.
For COc1ccc(-c2c(C)cc3oc(=O)cc(-c4ccccc4)c3c2C)cc1C=O the results were CFTR F508del cor 0.4, ERp5 inh -1, miR-122 sensor -7, DENV2 CPE 5, CASP6 VEID inh -2 and SIRT5 block 2.
O=C(C1CCCC1)N1CC2(C1)[C@@H](c1ccccc1)[C@H](CO)N2C(=O)c1cccnc1 was read as CFTR F508del cor -0.2, ERp5 inh 5, DENV2 CPE -10, CASP6 VEID inh 0, ERAP1 HTS inh -1 and SIRT5 block -1.
`Cc1ccc(CN2CC(=O)N3[C@H](CO)[C@H](c4ccc(Br)cc4)[C@@H]3C2)cc1` gave CFTR F508del cor 2.1, ERp5 inh -14, DENV2 CPE -9, CASP6 VEID inh 0, ERAP1 HTS inh -2 and SIRT5 block -3.
`Cc1ccccc1CCN1CCCC(CN(C)C(=O)C(=O)c2ccco2)C1` (configuration not stated) gave CFTR F508del cor 4.8, ERp5 inh 6, DENV2 CPE 1, CASP6 VEID inh -5, ERAP1 HTS inh -5 and SIRT5 block -3.
For Cc1cccc(Oc2ccccc2NC(=O)CSCC(=O)Nc2cc(C)on2)c1 the results were CFTR F508del cor -0.6, ERp5 inh 2, miR-122 sensor -3, DENV2 CPE 2, CASP6 VEID inh -15, ERAP1 HTS inh 0 and SIRT5 block -4.
For CC(C)(C)N(Cc1ccccc1)C(=O)c1cccs1 the results were CFTR F508del cor -0.3, ERp5 inh 1, miR-122 sensor 0, DENV2 CPE 15, CASP6 VEID inh 1, ERAP1 HTS inh 1 and SIRT5 block -1.
`Cc1oc(C(N)=O)nc1-c1ccccc1` gave CFTR F508del cor 1.3, ERp5 inh 3, DENV2 CPE 2, CASP6 VEID inh 2 and SIRT5 block -3.
For Cc1noc(C)c1NC(=O)N(C)C[C@@H]1Oc2ccc(N(C)C)cc2CC(=O)N([C@@H](C)CO)C[C@H]1C the results were CFTR F508del cor -2.3, ERp5 inh 1, miR-122 sensor -2[16.7 µM], DENV2 CPE 4, CASP6 VEID inh 2, ERAP1 HTS inh -2 and SIRT5 block 5.
Screening COc1ccc2c3c(n(C)c2c1)[C@@H](CO)N(CC1CC1)CC31CN(C(=O)c2cccc(F)c2)C1 returned CFTR F508del cor -0.4, ERp5 inh -3, DENV2 CPE 2, CASP6 VEID inh 2, ERAP1 HTS inh -3 and SIRT5 block 1.
Screening CC1CCN(CCCNC(=O)CCNC(=O)Cn2cnc3ccccc3c2=O)CC1 returned CFTR F508del cor 0.2, ERp5 inh 1, miR-122 sensor 0, DENV2 CPE -4, CASP6 VEID inh 5, ERAP1 HTS inh -1 and SIRT5 block -40.
Screening Cc1ccc(NC(=O)c2cccc(NC(=O)CCC(=O)O)c2)cc1C returned CFTR F508del cor -0.9, ERp5 inh -6, DENV2 CPE 1, CASP6 VEID inh -3, ERAP1 HTS inh -2 and SIRT5 block -2.
Screening C/C=C/c1ccc2c(c1)O[C@@H](CN(C)Cc1ccccn1)[C@@H](C)CN([C@H](C)CO)S2(=O)=O returned CFTR F508del cor 2.5, ERp5 inh -1, miR-122 sensor 6[16.7 µM], DENV2 CPE -3, CASP6 VEID inh 0, ERAP1 HTS inh -3 and SIRT5 block -2.
Screening Cc1cccc(-n2c(C)c(C)c3c(N)ncnc32)c1 returned CFTR F508del cor 0.7, ERp5 inh 0, DENV2 CPE 3, CASP6 VEID inh 0, ERAP1 HTS inh 3 and SIRT5 block -3.
Screening N#C/C(=C\c1cccnc1)c1ccccc1[N+](=O)[O-] returned CFTR F508del cor -3.3, ERp5 inh -2, miR-122 sensor 4, DENV2 CPE -8, CASP6 VEID inh -3, ERAP1 HTS inh -1 and SIRT5 block -6.
Screening Cc1cc(N2C(=O)C(O)=C(C(=O)c3cc4ccccc4o3)C2c2cccc(Br)c2)no1 (configuration not stated) returned CFTR F508del cor 0.8, ERp5 inh 14, miR-122 sensor -6, DENV2 CPE 9, CASP6 VEID inh 30, ERAP1 HTS inh 2 and SIRT5 block 12.
For COc1ccc(NC(=O)N(C)C[C@H]2Oc3ccc(NC(=O)CCC(F)(F)F)cc3C(=O)N([C@H](C)CO)C[C@H]2C)cc1 the results were CFTR F508del cor -1.5, ERp5 inh -3, miR-122 sensor 8[16.7 µM], DENV2 CPE -1, CASP6 VEID inh 0, ERAP1 HTS inh 0 and SIRT5 block -6.
C#CCOc1ccc(Cl)cc1/C=N/O was read as CFTR F508del cor 0.8, ERp5 inh -4, DENV2 CPE 1, CASP6 VEID inh 2, ERAP1 HTS inh 2 and SIRT5 block 2.
`Cc1cc(OC(C)C(=O)N2CCN(c3ccc(F)cc3)CC2)c2c(C)cc(=O)oc2c1` (configuration not stated) gave CFTR F508del cor 0.9, ERp5 inh -4, miR-122 sensor -8, DENV2 CPE 3, CASP6 VEID inh 1, ERAP1 HTS inh -6 and SIRT5 block -12.
Screening Cc1ccc(NC(=O)c2ccc(S(=O)(=O)N3CCOCC3)cc2)cc1 returned CFTR F508del cor -0.2, ERp5 inh 2, DENV2 CPE 4, CASP6 VEID inh 2, ERAP1 HTS inh -1 and SIRT5 block 3.
CC(C)NC(=O)Nc1ccc2c(c1)C(=O)N([C@@H](C)CO)C[C@@H](C)[C@H](CN(C)Cc1ccc(C(=O)O)cc1)O2 was read as CFTR F508del cor 1.7, ERp5 inh 2, miR-122 sensor 5[16.7 µM] and SIRT5 block -7.
O=C(NN1C(=O)c2ccc(-c3ccc4c(c3)C(=O)N(NC(=O)c3cccnc3)C4=O)cc2C1=O)c1cccnc1 was read as CFTR F508del cor -1.1, ERp5 inh 2, miR-122 sensor -4, DENV2 CPE 1, CASP6 VEID inh 3, ERAP1 HTS inh 14 and SIRT5 block 0.
For O=C(OCc1ccc(Cl)cc1)c1cccnc1Cl the results were CFTR F508del cor 0.2, ERp5 inh 2, DENV2 CPE -5, CASP6 VEID inh -5, ERAP1 HTS inh 1 and SIRT5 block -2.
`COc1ccccc1C(=O)Nc1ccc(S(=O)(=O)N2CCN(C)CC2)cc1` gave CFTR F508del cor 1.2, miR-122 sensor -6, DENV2 CPE -6, CASP6 VEID inh -3, ERAP1 HTS inh -1 and SIRT5 block -2.
Cc1nc([N+](=O)[O-])cn1CC(O)c1ccc(Cl)cc1 (configuration not stated) was read as CFTR F508del cor 1.0, ERp5 inh 1, miR-122 sensor -5, DENV2 CPE -1, CASP6 VEID inh 0, ERAP1 HTS inh -1 and SIRT5 block -3.
Screening CC(C)Cc1nc2oc3c(NCC(C)O)ncnc3c2c2c1CCCC2 (configuration not stated) returned CFTR F508del cor -0.5, miR-122 sensor 8, DENV2 CPE 19, CASP6 VEID inh 2, ERAP1 HTS inh -3 and SIRT5 block -5.
Screening O=C(N/N=C/c1cccnc1)c1ccc(O)cc1 returned CFTR F508del cor 0.2, ERp5 inh 4, DENV2 CPE -6, CASP6 VEID inh 0, ERAP1 HTS inh -3 and SIRT5 block -4.
For O=C(CCc1ccc(O)c(O)c1)NNC(=S)NCCc1ccccc1 the results were ERp5 inh 6, DENV2 CPE inconclusive, CASP6 VEID inh 7, ERAP1 HTS inh 2 and SIRT5 block 10.
`Cc1cccc2c1NC(=O)C21OCC(CO)([N+](=O)[O-])CO1` (configuration not stated) gave CFTR F508del cor -0.7, ERp5 inh 0, DENV2 CPE 1, CASP6 VEID inh 4, ERAP1 HTS inh 0 and SIRT5 block -1.
`Cc1ccc(-c2cc(C(F)F)n3ncc(C(=O)NN4CCCCC4)c3n2)cc1` gave CFTR F508del cor 2.6, ERp5 inh 1, DENV2 CPE -6, ERAP1 HTS inh -1 and SIRT5 block 0.
Screening CN1C(=O)c2cc(NC(=O)c3ccc(F)c(F)c3)ccc2OC[C@H]2O[C@@H](CC(=O)O)CC[C@@H]21 returned CFTR F508del cor 0.7, miR-122 sensor 25[16.7 µM] and DENV2 CPE 1.
For CC1C=NC(S(=O)(=O)N2CC[C@H]3[C@@H](CO)N(C)c4ccc(-c5ccc(F)cc5)cc4[C@H]32)=N1 (some centres not stated) the results were CFTR F508del cor -0.2, miR-122 sensor 1[16.7 µM] and DENV2 CPE -6.
